TRHR enhancer = qHTS for Small Molecule Agonists and Allosteric Enhancers of Human TRH Receptor: Primary Screen for Enhancers | enhancement, % at 2 µM | Thyrotropin-releasing hormone receptor (Homo sapiens), P34981 | actives 0.66% (n = 360,000) | TRHR cells, fluo-8 calcium fluorescence, EC20 TRH enhancement; in the data active = enhancement above about 30%; also: 0% is about no effect
Target sequence (P34981 whole entry, looked up): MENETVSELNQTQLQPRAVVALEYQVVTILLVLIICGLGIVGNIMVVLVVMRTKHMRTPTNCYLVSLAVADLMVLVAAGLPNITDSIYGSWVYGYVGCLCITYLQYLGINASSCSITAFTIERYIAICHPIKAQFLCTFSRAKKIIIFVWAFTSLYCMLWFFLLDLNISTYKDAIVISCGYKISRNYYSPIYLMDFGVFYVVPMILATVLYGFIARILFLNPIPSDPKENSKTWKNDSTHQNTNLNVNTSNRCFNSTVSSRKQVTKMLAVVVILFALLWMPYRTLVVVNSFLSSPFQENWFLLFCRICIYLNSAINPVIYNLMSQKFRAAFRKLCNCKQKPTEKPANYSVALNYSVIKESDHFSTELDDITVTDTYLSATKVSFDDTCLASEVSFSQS
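TRHR-expressing cells loaded with fluo-8 calcium dye were read kinetically (ex 480/em 530) during compound addition, then stimulated with an EC20 of TRH (10 nM final). Enhancement of the Gq-mediated intracellular calcium response was scored.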
Pin1 inh = qHTS Assay to Find Inhibitors of Pin1; Potency, µM (doses to about 115 µM), for inactives: at the highest dose activity, negative = inhibition, hits mostly inhibitors; Peptidyl-prolyl cis-trans isomerase NIMA-interacting 1 (Homo sapiens), Q13526; Pin1 FP peptide displacement, HiFluor488, 10 min; actives 0.009% (n = 390,000); active = well fitted inhibition curve with a large enough effect in the polarisation, with a control signal flat, not every such curve was filed as active; inconclusive = small, poorly fitted or top-dose-only effect, or effect the other way, or a change in a side signal; inactive = no such curve, though single readings can be large or run the other way; the % refers to the polarisation; also: potency is read from the fitted curve at half-maximal effect; % is scaled to controls: 0 for no effect and ±100 for the full control effect
Target sequence (Q13526 whole entry, looked up): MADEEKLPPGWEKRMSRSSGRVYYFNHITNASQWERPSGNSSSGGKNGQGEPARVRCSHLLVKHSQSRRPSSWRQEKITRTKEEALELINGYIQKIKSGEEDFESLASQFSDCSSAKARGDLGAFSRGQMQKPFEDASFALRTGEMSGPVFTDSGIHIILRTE
TrxR1 inh = qHTS Assay for Inhibitors of Mammalian Selenoprotein Thioredoxin Reductase 1 (TrxR1): qHTS; recombinant rTrxR1, NADPH fluorescence consumption, selenite substrate; Potency, µM (series often up to 114 µM), for inactives: top-dose activity change, negative = inhibition, usual class: inhibitors; Thioredoxin reductase 1, cytoplasmic (Rattus norvegicus), O89049; actives 1% (n = 390,000); also: potency is read from the fitted curve at half-maximal effect; % is scaled to controls: 0 for no effect and ±100 for the full control effect; nearly all actives have a fitted effect of over 65% in size
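Rat TrxR1 (90 nM in the dispensed reagent) was pre-reduced with 400 uM NADPH for 5 min at room temperature, then incubated with compound for 15 min. After 400 uM selenite was added, NADPH fluorescence (Ex 340/Em 450 nm) was followed for 8 min.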
mIDH1 inhibitor = qHTS for Inhibitors of mutant isocitrate dehydrogenase 1 (IDH1): qHTS; Potency, µM (top dose mostly 76.6 µM), for the others: at the highest dose activity change, negative = inhibition, hits mostly inhibitors; Isocitrate dehydrogenase [NADP] cytoplasmic (Homo sapiens), O75874; AID 602179, 2012; IDH1-R132H enzyme, NADPH consumption, diaphorase/resazurin fluorescence; actives 0.093% (n = 390,000); also: potency is read from the fitted curve at half-maximal effect; % is scaled to controls: 0 for no effect and ±100 for the full control effect; nearly all actives have a fitted effect of over 65% in size
Target sequence (O75874 whole entry R132H, stated change not applied): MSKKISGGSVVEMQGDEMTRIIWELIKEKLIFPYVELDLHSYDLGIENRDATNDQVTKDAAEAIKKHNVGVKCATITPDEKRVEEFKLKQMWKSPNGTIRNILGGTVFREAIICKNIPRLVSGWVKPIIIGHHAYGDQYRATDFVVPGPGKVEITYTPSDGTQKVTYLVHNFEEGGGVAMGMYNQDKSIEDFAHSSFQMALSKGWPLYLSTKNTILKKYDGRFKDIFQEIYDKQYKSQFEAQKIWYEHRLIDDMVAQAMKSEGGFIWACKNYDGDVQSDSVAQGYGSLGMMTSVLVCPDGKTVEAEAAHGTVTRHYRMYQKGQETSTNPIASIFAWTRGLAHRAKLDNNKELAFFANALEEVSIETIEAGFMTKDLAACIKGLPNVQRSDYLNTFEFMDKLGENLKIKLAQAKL
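IDH1-R132H (0.5 ug/mL) preincubated 30 min with compound, then NADPH (0.016 mM) and alpha-KG (2 mM) added; 80 min at RT, pH 7.5. Remaining NADPH coupled via diaphorase/resazurin to fluorescence (540/590 nm); concentration-response curves normalized to no-enzyme control.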
TrxR1 substrate = qHTS Assay for Substrates of Mammalian Selenoprotein Thioredoxin Reductase 1 (TrxR1): qHTS | purified TrxR1 substrate turnover, NADPH consumption readout | Potency, µM (doses to about 114 µM), for inactives: at the highest dose activity change, negative = substrate turnover | actives 0.01% (n = 390,000) | AID 588456, 2011; also: potency is read from the fitted curve at half-maximal effect; % is scaled to controls: 0 for no effect and ±100 for the full control effect; nearly all actives have a fitted effect of over 50% in size
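Rat TrxR1, dispensed at 90 nM, was prereduced with 400 uM NADPH (final) for 5 min at ~22 deg C, then incubated with compound 15 min before 400 uM selenite. A first-read NADPH fluorescence drop versus no-compound background flagged substrates.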
USP1 inh = Inhibitors of USP1/UAF1: Primary Screen; actives 0.23% (n = 390,000); Potency, µM (highest dose often 57.1 µM), without a hit: at the top dose activity change, negative = inhibition, hits mostly inhibitors; recombinant USP1/UAF1, Ub-Rhodamine cleavage fluorescence; Ubiquitin carboxyl-terminal hydrolase 1 (Homo sapiens), O94782; also: potency is read from the fitted curve at half-maximal effect; % is scaled to controls: 0 for no effect and ±100 for the full control effect; nearly all actives have a fitted effect of over 60% in size; inactives centre near -12
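Step one: compound is pinned into 1nM USP1/UAF1 in HEPES pH 7.8 buffer with TCEP. Step two: 15 min room-temperature incubation. Step three: Ub-Rho (150nM final) starts cleavage, tracked by fluorescence over six one-minute reads.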
D2 ag = HTS Assay for Allosteric Agonists of the Human D2 Dopamine Receptor: Primary Screen for Agonists | D(2) dopamine receptor (Homo sapiens), P14416 | HEK293 T-REx D2 cells, calcium flux agonist mode | activation, % at 2 µM | actives 0.53% (n = 340,000) | AID 485358, 2010;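 active = activation over 3 SD above normal in the single-dose calcium agonist read, cut at about 30% in these data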; also: 0% is about no effect
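Agonism is scored from calcium flux in a force-coupled, inducible HEK293 cell line expressing D2, read kinetically for 180 s after compound addition against dopamine controls.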
D2 antagonist = HTS Assay for Allosteric Antagonists of the Human D2 Dopamine Receptor: Primary Screen for Antagonists | D(2) dopamine receptor (Homo sapiens), P14416 | HEK293 TREx D2 cells, calcium flux, dopamine EC80 | inhibition, % at 10 µM | actives 2% (n = 340,000); in the data active = inhibition above about 30%; also: 0% is about no effect
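Inhibition of EC80 dopamine-driven calcium flux, recorded kinetically, defines activity here; cells are a tetracycline-induced HEK293 T-REx line expressing force-coupled D2.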
TRHR agonist = qHTS for Small Molecule Agonists and Allosteric Enhancers of Human TRH Receptor: Primary Screen for Agonists; activation, % at 2 µM; Thyrotropin-releasing hormone receptor (Homo sapiens), P34981; AID 493084, 2011; actives 0.18% (n = 360,000); TRHR cells, calcium flux fluo-8, FDSS agonist mode; in the data active = activation above about 30%; also: 0% is about no effect
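TRHR-expressing cells loaded with fluo-8 calcium dye; 23 nL library compound pin-transferred, kinetic FDSS fluorescence (Ex 480/Em 530) recorded about 180 s for agonist-induced calcium release, before a 10 nM TRH EC20 addition for potentiator mode.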
Active calls of the source: *; ? = inconclusive; . = no result given; & = joins results of further samples; [ ] = dose if it differs, or a comment. Unless noted, calls follow the shape of the dose curve; as a rule, active = well fitted inhibition curve with a large enough effect; inconclusive = small, poorly fitted or top-dose-only effect; inactive = no such curve, though single readings can be large or run the other way. Not all compounds are listed, so the mix of outcomes need not match the whole.

Order of values: TrxR1 inh	TrxR1 substrate	TRHR enhancer	D2 ag	mIDH1 inhibitor	D2 antagonist	TRHR agonist	Pin1 inh	USP1 inh
> O=C(c1ccc(CNS(=O)(=O)c2ccc(Br)cc2)cc1)N1CCCC1
    15%	1%	1	-1.1	-5%	-5	-0.7	0%	-1%
> Cc1ccc(NC(=O)CSCC(=O)NCc2cccc(C(F)(F)F)c2)cc1
    -7%	-9%	6	-0.3	12%	2	0.4	0%	-7%
> CCOc1ccc(NC(=O)CN(C)C(=O)/C=C/c2ccco2)cc1OCC
    -4%	-10%	1	0.1	-5%	8	0.5	9%	-2%
> CC1Sc2ccc(S(=O)(=O)N3CCN(c4ccccc4)CC3)cc2NC1=O (stereo not drawn)
    -3%	-9%	-8	0.3	-9%	-6	0.1	1%	-21%
> CCCCCCCCC1=NCCc2c1[nH]c1ccccc21
    18%	7%	6	-1.2	-8%	-28	0.8	25%	-29%
> CCOC(=O)CSc1nc2sc3c(c2c(=O)n1-c1ccc(OCC)cc1)CCN(C)C3
    7%	0%	3	4.9	5%	-9	8.6	9%	-11%
> CCCNc1nc(NCC)nc(OC)n1
    2%	1%	-5	0.0	13%	12	0.3	4%	-5%
> CCCCNC(=O)COC(=O)c1cc(C)nc2ccccc12
    1%[57.1 µM]	10%[57.1 µM]	3	-0.5	6%	-22	-0.5	1%	-5%
> CCn1c(=S)[nH]c2scc(-c3cccs3)c2c1=O
    ?	-10%	-9	2.5	0%	2	0.2	1%	-4%
> COc1ccc(N2C(=O)CC(Sc3nc(C)c4c(n3)CCCC4)C2=O)cc1 (stereo not drawn)
    -5%	-3%	3	0.0	3%	9	-0.1	-8%	-25%
> COc1ccc(NC(=O)c2c(NC(=O)c3cccc(C)c3)sc3c2CCCC3)cc1
    ?	1%	4	-2.1	4%	.	-0.8	5%	-10%
> Cc1ccc(Nc2nnc(SC3CCOC3=O)s2)c(C)c1 (stereo not drawn)
    -17%	-7%	-4	-0.5	7%	-14	-0.9	-1%	-3%
> Cc1cc(C)c(S(=O)(=O)NCC(c2ccco2)N2CCc3ccccc3C2)c(C)c1 (stereo not drawn)
    -1%	-5%	-13	-0.7	0%	-10	0.1	9%	-6%
> Cc1cc(C(F)(F)F)nn1CCCNC(=O)c1cnccn1
    22%	10%	1	0.1	11%	6	-0.3	-5%	2%
> COc1ccc(CNCC(=O)Nc2cc(C)nn2-c2nc(C)cc(C)n2)cc1OC
    30%	3%	5	-3.4	3%	14	-2.8	-2%	-8%
> Cc1ccc(-n2nc(C(=O)O)c(C)c(C#N)c2=O)cc1Cl
    18%	3%	12	-2.5	5%	3	0.0	-3%	-12%
> CCCOc1ccc(CCC(=O)N/N=C/c2ccco2)cc1
    15%[57.1 µM]	3%[57.1 µM]	5	0.2	13%	-15	-0.8	-15%	?
> CCOc1cc(CC(=O)N[C@@H](CC(C)C)c2ccccc2N2CCCCC2)ccc1C(=O)O
    26%	4%	0	.	0%	.	-0.7	-17%	-28%
> COc1ccccc1Cc1nc(-c2ccncc2)no1
    9%	0%	-3	.	5%	.	-0.6	-2%	-20%
> CC1=NN(Cc2ccccc2)C(=O)C1C(c1ccc(Cl)cc1)C(C#N)C#N (stereo not drawn)
    25µM*	-9%	10	0.6	-1%	-6	-0.1	1%	-18%

Some of these compounds in order of SMILES length, ascending:
Order of values: TrxR1 inh	TrxR1 substrate	TRHR enhancer	D2 ag	mIDH1 inhibitor	D2 antagonist	TRHR agonist	Pin1 inh	USP1 inh
> CCOc1ccc(NC(=O)CN(C)C(=O)/C=C/c2ccco2)cc1OCC
    -4%	-10%	1	0.1	-5%	8	0.5	9%	-2%
> COc1ccc(N2C(=O)CC(Sc3nc(C)c4c(n3)CCCC4)C2=O)cc1 (stereo not drawn)
    -5%	-3%	3	0.0	3%	9	-0.1	-8%	-25%
> COc1ccc(CNCC(=O)Nc2cc(C)nn2-c2nc(C)cc(C)n2)cc1OC
    30%	3%	5	-3.4	3%	14	-2.8	-2%	-8%

(list continues)
Order of values: TrxR1 inh	TrxR1 substrate	TRHR enhancer	D2 ag	mIDH1 inhibitor	D2 antagonist	TRHR agonist	Pin1 inh	USP1 inh
> COc1ccc(CNC(=O)CCNC(=O)c2ccco2)cc1OC
    -9%	-7%	1	-1.1	-1%	-7	0.5	2%	-13%
> CCc1nnc(NC(=O)CSc2nnc(C)c(=O)n2N)s1
    21%	-1%	1	0.2	5%	-4	0.6	1%	-12%
> O=C(Nc1ccc(NS(=O)(=O)c2ccccc2)c(Cl)c1)c1ccccc1
    20%[57.1 µM]	-5%[57.1 µM]	.	.	19%	.	.	.	-4%
> CC(C)(C)OC(=O)NCCc1nnc(SCC(=O)c2ccc(Cl)cc2)o1
    -22%	-3%	-3	0.3	-2%	-23	-1.0	9%	2%
> O=C(Nc1ccc(C(F)(F)F)cc1)C1(c2cccs2)CCOCC1
    9%[57.1 µM]	-4%[57.1 µM]	8	1.2	-14%	.	0.6	-6%	-17%
> CSC1=NCCN1C(=O)c1c(F)cccc1Cl
    7%	4%	0	-0.4	0%	3	-0.4	9%	-17%
> COc1ccc(-c2noc(-c3ccc(NCCc4ccccc4)c([N+](=O)[O-])c3)n2)cc1
    9%	1%	0	-0.1	8%	.	-0.2	-1%	-20%
> Cc1cccc(N2CCN(C(=O)CSc3nc4ccccc4nc3N3CC(C)OC(C)C3)CC2)c1C (stereo not drawn)
    3%[57.1 µM]	2%[0.0914 µM]	-10	.	3%	.	-0.1	14%	-21%
> O=C(Cc1ccc(F)cc1)N/N=C/c1ccc2c(c1)OCO2
    15%	3%	5	-0.5	0%	-1	-0.5	-2%	-18%
> Cc1cccc(NC(=O)c2nc[nH]c2C(=O)NCCCNC(=O)c2[nH]cnc2C(=O)Nc2cccc(C)c2)c1
    6%	5%	.	.	-4%	.	.	4%	-7%
> O=C(Cn1cnc2c(cnn2-c2ccc(Cl)cc2)c1=O)NC1CCCCC1
    7%	1%	-3	1.0	11%	0	0.0	-2%	-15%
> C[C@]12C[C@H](O)[C@@H]3c4ccc(O)cc4CCC3[C@@H]1CCC2=O (stereo partly drawn)
    31%[57.1 µM]	6%[57.1 µM]	5	.	0%	.	0.7	-3%	-14%
> Cn1c(CNc2ccc(Cl)cc2)nnc1SCC#N
    7%	-1%	9	0.8	-3%	-3	0.0	2%	-17%
> O=C(NC(=S)Nc1ccccc1Cl)c1cncc(Br)c1
    3%[57.1 µM]	8%[57.1 µM]	7	2.1	7%	1	0.5	-5%	-10%
> CCCn1cc(CN2CCN(Cc3ccc(C)o3)C(CCO)C2)c(C)n1 (stereo not drawn)
    0%[57.1 µM]	7%[57.1 µM]	17	-0.3	3%	0	0.0	8%	-2%
> CC(=O)c1c(C)[nH]c(C(=O)Nc2cccc(S(=O)(=O)N3CCCCC3)c2)c1C
    15%	2%	-6	-0.7	-2%	-7	0.2	-1%	-21%
> CC(NS(=O)(=O)c1ccc2c(c1)CC(C)N2C(=O)C1CC1)c1ccccc1 (stereo not drawn)
    20%	-2%	-8	0.2	-2%	17	-1.0	2%	-18%
> COc1ccc(C2CC(=O)c3cnc4c(-c5ccccc5)c(C)nn4c3C2)cc1OC (stereo not drawn)
    2%	7%[11.4 µM]	4	.	2%	.	0.9	4%	-6%
> Cc1oc(-c2ccccc2Cl)nc1CS(=O)(=O)CC(=O)NC(C)c1ccccc1 (stereo not drawn)
    19%[57.1 µM]	5%[57.1 µM]	-1&-3	-0.3&-1.0	-2%&4%	29	-0.3&-1.6	2%&0%	-13%&-7%
> CCCC(=O)OCC(=O)Nc1ccc2[nH]c(=O)[nH]c2c1
    33%[activator]	10%	-1	0.9	-12%	-12	1.7	?	-10%
> O=C(Cn1cnc2c(NCc3ccccc3)ncnc21)NCCCc1ccccc1
    27%	3%	.	.	11%	.	.	0%	-23%
> COc1ccc(C2=NN(C(=O)c3ccco3)C(c3ccco3)C2)cc1OC (stereo not drawn)
    -11%	-6%	20	-0.7	11%	17	-0.5	-18%	-9%
> CCc1ccc(C(CC(=O)O)N2Cc3ccccc3C2=O)cc1 (stereo not drawn)
    10%	15%[57.1 µM]	9	1.2	3%	6	0.9	-4%	-13%
> COc1ccc(S(=O)(=O)N(CC(=O)NC2CC2)c2ccc(C)cc2)cc1
    21%[57.1 µM]	-9%[57.1 µM]	-4	0.3	12%	10	0.5	2%	-10%
> CCCCSC(=O)Nc1ccccc1
    15%	-2%	4	0.4	18%	-6	0.0	-3%	-4%
> CCOC(=O)Cn1cc(C#N)c(=O)[nH]c1=O
    13%	7%	-1	0.1	14%	-5	0.3	0%	-18%
> C/C(Cn1nc([N+](=O)[O-])cc1C)=N\NC(=O)c1ccc(C(C)(C)C)cc1
    -8%	-2%	-1	0.0	2%	-8	0.0	-3%	-7%
> O=C(COc1ccc(Nc2ccccc2)cc1)Nc1ccncc1
    -4%[57.1 µM]	-6%[57.1 µM]	2	0.3	1%	-25	0.0	-4%	-9%
> O=C(NCc1ccccc1)c1cccc(COc2cccc(Cl)c2)c1
    -5%	-2%	-6	0.6	1%	13	2.7	-4%	-8%
> CCOc1ccc(-c2nc(SCC(=O)c3ccccc3)n[nH]2)cc1
    -6%	8%[11.4 µM]	0	0.6	-15%	.	-0.9	-3%	?
